Screens: PubChem BioAssay, several laboratories
KKLEB cytotox: cytotoxicity in KKLEB CF airway cells, primary screen, cytotoxicity control for CF NF-kB inhibitor project, cell-based, uHTS, fluorescence assay plates. KKLEB CF airway cells viability, ATPlite luminescence, overnight; active compounds read low; cells stimulated with P. aeruginosa culture filtrate. 0.36% of 360,000 active. activity change (cytotoxicity), % at 5 µM;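 active means corrected activity change at or below -50% at 5 µM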
Shn3 3UTR inh: reduction of Shn3 3'UTR firefly luciferase signal, primary screen, Schnurri-3 inhibitor project, cell-based, Clone20 osteoblasts, set 2. Clone20 osteoblast Shn3 3'UTR firefly luciferase, 24 h. inhibition, % at 12.5 µM. 0.52% of 360,000 active. AID 588674, 2011;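 active means mean inhibition of at least 75% with every replicate also reaching 75%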;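 further: 0% = median of neutral control wells and 100% = pilot-screen positive control compound; some compounds past the cut are filed as inactive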
TROY signal inh: inhibitors of TROY-driven NF-kB signaling, primary screen, Q293 LMP1-TROYcd cells, NF-kB luciferase, uHTS; Q293 LMP1-TROYcd NF-kB luciferase reporter, 4 h; inhibition, % at 10 µM; 0.98% of 360,000 active;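 active means compounds whose plate-normalised and pattern-corrected inhibition of the luciferase reporter signal at the single screening dose is 50% or more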
Peg3 promoter: Peg3 promoter-driven luciferase inhibitors, primary screen, cell-based, HeLa, luciferase luminescence; HeLa PEG-Prom luciferase reporter, overnight; inhibition, % at 20 µM; 1.7% of 360,000 active; AID 588405, 2011;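 active means inhibition of at least 50% at 20 µM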
MITF TRPM1 inh: inhibitors of MITF-dependent TRPM1 promoter reporter, primary screen, cell-based, SK-MEL-5, single point, luciferase; AID 488899, 2010; inhibition, % at 12.5 µM; 0.83% of 330,000 active; SK-MEL-5 TRPM1 promoter luciferase, 24 h;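 active means mean inhibition across replicates of 60% or more, whatever share of single replicates reaches that level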; further: values of inactives mirror those of a sister screen read the other way
NR2E3 ag-1: NR2E3 agonists in two-hybrid cells, primary screen, cell-based, luminescence, CHO-S, Gal4-NCOR/VP16-NR2E3; AID 602229, 2012; 0.35% of 360,000 active; Photoreceptor-specific nuclear receptor (Homo sapiens), Q9Y5X4; inhibition of corepressor binding, % at 3.98 µM; luciferase;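 active means inhibition above the mean of all tested compounds plus 3 SD, cut at about 70% in these data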;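 further: 0% = DMSO with NR2E3 transfected cells and 100% = cells lacking NR2E3 construct; higher means lower luciferase signal from less NR2E3 corepressor binding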
Target sequence (Q9Y5X4 whole entry, looked up, the tested form may be a part): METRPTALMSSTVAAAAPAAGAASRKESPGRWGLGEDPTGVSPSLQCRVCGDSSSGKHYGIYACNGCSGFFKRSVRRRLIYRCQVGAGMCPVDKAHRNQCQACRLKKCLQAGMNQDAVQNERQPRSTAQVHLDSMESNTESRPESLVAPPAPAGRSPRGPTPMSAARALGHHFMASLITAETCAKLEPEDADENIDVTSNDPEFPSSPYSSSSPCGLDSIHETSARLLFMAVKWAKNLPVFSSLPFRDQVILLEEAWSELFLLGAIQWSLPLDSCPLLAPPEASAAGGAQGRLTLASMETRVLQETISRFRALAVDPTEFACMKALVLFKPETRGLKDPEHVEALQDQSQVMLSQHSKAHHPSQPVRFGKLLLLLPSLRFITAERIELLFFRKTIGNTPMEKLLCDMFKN
TWEAK Fn14 block: inhibitors of TWEAK-Fn14 signaling, primary screen, luciferase reporter cells, uHTS; 2% of 360,000 active; inhibition, % at 10 µM; TWEAK-stimulated Fn14 reporter cells, luciferase luminescence, 8 h; in the data active means inhibition above about 50%
CF NFkB inh: inhibitors of PAF-induced NF-kB signaling, primary screen, cell-based, GFP fluorescence, uHTS | KKLEB NF-kB-GFP reporter, GFP fluorescence overnight | inhibition, % at 5 µM | 0.86% of 360,000 active;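 active means at least 50% inhibition at 5 µM, scaled per plate between neutral and stimulator controls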;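 further: PAF is a Pseudomonas aeruginosa culture filtrate used as stimulus; plate controls were PAF-stimulated DMSO wells for no effect and unstimulated DMSO wells for full effect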
C8 TRAIL sens: viability loss with TRAIL in NB7+C8 cells, primary screen, TRAIL sensitizer project, cell-based, ATPlite luminescence | inhibition (viability loss, TRAIL sensitization), % at 10 µM | 1% of 360,000 active | AID 624354, 2012;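 active means compounds causing at least 50% loss of cell viability in the single-dose screen, relative to plate controls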
HIF-2a inh: HIF-2a reporter inhibitors, primary screen, luminescence, 786-0 RCC cells; inhibition, % at 18.8 µM; 786-0 RCC cells HIF-2a reporter, luciferase luminescence, overnight; AID 624352, 2012; 0.72% of 360,000 active;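 active means inhibition of the luminescence signal of 40% or more relative to plate controls, in a single-dose primary screen at 18.75 µM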
NR2E3 ag-2: inhibitors of NR2E3-RetCOR corepressor binding, primary screen, NR2E3 agonist project, biochemical, TR-FRET, GST-NR2E3, biotin-RetCOR; inhibition of corepressor binding, % at 4.78 µM; 0.12% of 320,000 active; Photoreceptor-specific nuclear receptor (Homo sapiens), Q9Y5X4; 1536-well; AID 2300, 2010;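 active means percent inhibition above the cutoff of mean plus 3 SD of all tested compounds, set per screening campaign, cut at about 20% in these data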;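 further: 0% = DMSO wells and 100% = biotin wells as full block of FRET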
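Material: NR2E3–RetCOR corepressor complex | Quantity: 1.35 nM GST-tagged NR2E3 final | Schedule: 5 h at 4 °C | Replication: Singlicate compound wells | Reagent: RetCOR corepressor, biotinylated, 7 nM | Controls: Biotin wells as high control, 0.6% DMSO wells as low control | Signal: TR-FRET, Eu(K)-anti-GST donor, streptavidin-D2 acceptor, ex 340, em 617/671 nm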
* marks the source's active call; other numbers are inactive results; x = not tested or not shown.

#1 c1ccc(-c2cn(-c3ccccc3)c3ncnc(NCCCN4CCOCC4)c23)cc1
#2 CC(C)OC(=O)c1nnc(Cc2ccc(F)cc2)o1
#3 COCCN(C(=O)CSc1nnc(-c2cccc(Cl)c2)n1N)c1c(N)n(CC(C)C)c(=O)[nH]c1=O
#4 O=C(COC(=O)C12CC3CC(CC(O)(C3)C1)C2)Nc1cccc(Br)c1
#5 N#CC1=C(N)Oc2cc(N)ccc2C1c1ccsc1 (configuration not stated)
#6 O=S(=O)([O-])C(c1ccccc1)[n+]1ccccc1 (configuration not stated)

Compound	1	2	3	4	5	6
TWEAK Fn14 block	11	-1	6	-30	17	16
MITF TRPM1 inh	-17	-4	x	-13	-8	-10
C8 TRAIL sens	3	-14	3	-10	0	-12
NR2E3 ag-1	-8	-2	-23	2	-16	-6
Peg3 promoter	32	6	11	-115	-1	-5
TROY signal inh	-5	-8	-7	-31	12	-8
HIF-2a inh	23	11	3	-42	33	10
CF NFkB inh	10	12	-14	-18	-2	4
Shn3 3UTR inh	6	0	-15	-18	4	7
KKLEB cytotox	-21	-11	8	9	0	6
NR2E3 ag-2	3	4	x	x	3	-1

#7 Cc1ccc(C)c(OCCNc2ncccc2[N+](=O)[O-])c1
#8 O=c1n(-c2ccccc2)c(=O)n(Cc2ccccn2)n1Cc1ccccn1
#9 O=C(CC12CC3CC(CC(C3)C1)C2)Nc1ccc(C(=O)O)cc1
#10 COc1ccc(CCN(C)C(=O)c2cc(-c3ccccc3)nc3ccccc23)cc1OC
#11 COc1cccc(NC(=O)c2cc(=O)c3ccccc3o2)c1
#12 C/C(=N/NC(=O)c1nnn(-c2nonc2N)c1-c1ccccc1)c1ccc2c(c1)OCO2

Compound	7	8	9	10	11	12
TWEAK Fn14 block	-30	5	-5	-14	-35	-18
MITF TRPM1 inh	-9	-12	7	-13	-16	0
C8 TRAIL sens	14	2	-10	-8	8	-1
NR2E3 ag-1	-7	-22	-23	-7	-23	-1
Peg3 promoter	-36	1	9	-5	-155	-7
TROY signal inh	-46	4	4	-16	-16	-5
HIF-2a inh	-110	10	3	1	-138	8
CF NFkB inh	20	8	-10	9	-23	0
Shn3 3UTR inh	6	-8	-11	2	-27	12
KKLEB cytotox	-17	-2	-2	6	2	-3
NR2E3 ag-2	-3	2	-1	x	2	1

#13 c1ccc2c(c1)ncn2CCn1cnc2ccccc21
#14 CCC(=O)Nc1ccc(N2CCCCC2)c(C(=O)Nc2ccc(OC)cc2)c1
#15 Clc1ccccc1-c1cc2nc(NCCCn3ccnc3)ccn2n1
#16 CCCN(CC(=O)Nc1ccc(F)c(F)c1F)CC(=O)Nc1c(Cl)cccc1Cl
#17 COc1ccc(CCNC(=O)c2c(O)c3c([nH]c2=O)CCCC3)cc1
#18 O=C(COc1ccccc1-c1ccccc1)NCCN1C(=O)S/C(=C\c2cccnc2)C1=O

Compound	13	14	15	16	17	18
TWEAK Fn14 block	-14	-11	3	10	5	27
MITF TRPM1 inh	-3	-4	x	1	4	5
C8 TRAIL sens	9	-6	-15	12	14	-4
NR2E3 ag-1	5	-15	-62	-18	-15	-9
Peg3 promoter	-1	15	-202	13	11	16
TROY signal inh	4	-25	-50	-5	-26	17
HIF-2a inh	3	18	-273	20	12	21
CF NFkB inh	10	-4	-15	-14	51*	-7
Shn3 3UTR inh	18	0	-60	-4	-24	-1
KKLEB cytotox	-1	1	9	-6	-36	-4
NR2E3 ag-2	-7	2	x	-3	2	2

#19 COCc1cc(CNC(=O)C2CCC(=O)N(Cc3ccccc3F)C2)[nH]n1 (configuration not stated)
#20 O=c1oc(-c2ccccc2)nc2c1C1(CCCCC1)Cc1ccccc1-2
#21 COc1ccc2nc(NC(=O)[C@@H]3CCCN3C(=O)c3cccs3)sc2c1
#22 COc1ccccc1Nc1c2ccccc2nc2ccccc12
#23 O=C(c1ccccn1)N(CC1CCCO1)C1(C(=O)NC2CCCCC2)CCCCC1 (configuration not stated)
#24 CCOC(=O)CSc1nc2ccccc2c(=O)n1NC(=O)c1ccccc1

Compound	19	20	21	22	23	24
TWEAK Fn14 block	-13	1	4	-61	-19	13
MITF TRPM1 inh	-3	7	0	19	-7	-48
C8 TRAIL sens	9	-7	0	15	-8	-9
NR2E3 ag-1	-26	16	-42	-18	-21	-133
Peg3 promoter	-2	20	-9	88*	7	-144
TROY signal inh	-3	-3	-9	19	-23	-5
HIF-2a inh	-20	12	-49	17	9	-92
CF NFkB inh	-25	-12	19	-40	2	-3
Shn3 3UTR inh	-5	-12	-36	45	-9	-30
KKLEB cytotox	16	5	3	-26	-4	-5
NR2E3 ag-2	0	2	0	-7	-1	-4

#25 CC(C)COP(=O)(c1ccc(N(C)C)cc1)C(O)c1ccccc1 (configuration not stated)
#26 O=C(CSc1cccc[n+]1[O-])NCC1CCCCC1
#27 COc1ccc(N(C(=O)c2ccco2)S(=O)(=O)c2cc(OC)ccc2OC)cc1
#28 CCOC(=O)CSc1snnc1C
#29 CCOc1c(Br)cc(CNc2ccc3c(c2)OCCO3)cc1OC
#30 COc1ccc(CCNC(=O)C2CC(c3ccccc3F)=NO2)cc1 (configuration not stated)

Compound	25	26	27	28	29	30
TWEAK Fn14 block	13	11	-3	1	85*	-14
MITF TRPM1 inh	6	0	3	-2	56	-12
C8 TRAIL sens	-4	-19	-3	-14	9	-4
NR2E3 ag-1	3	8	2	-23	66	-35
Peg3 promoter	-25	-34	9	8	33	-54
TROY signal inh	-17	-5	22	-15	59*	-13
HIF-2a inh	-10	-8	3	22	43*	-42
CF NFkB inh	-6	7	-2	0	33	-26
Shn3 3UTR inh	2	10	-17	20	63	-11
KKLEB cytotox	3	-2	2	-1	-14	4
NR2E3 ag-2	1	-3	-3	2	2	-3

Complete entries, looked up by structure. Order of values: TWEAK Fn14 block | MITF TRPM1 inh | C8 TRAIL sens | NR2E3 ag-1 | Peg3 promoter | TROY signal inh | HIF-2a inh | CF NFkB inh | Shn3 3UTR inh | KKLEB cytotox | NR2E3 ag-2
O=C(CSc1cccc[n+]1[O-])NCC1CCCCC1 is listed as 11 | 0 | -19 | 8 | -34 | -5 | -8 | 7 | 10 | -2 | -3
CC(C)COP(=O)(c1ccc(N(C)C)cc1)C(O)c1ccccc1 (configuration not stated) is listed as 13 | 6 | -4 | 3 | -25 | -17 | -10 | -6 | 2 | 3 | 1
COc1ccc(CCNC(=O)C2CC(c3ccccc3F)=NO2)cc1 (configuration not stated) is listed as -14 | -12 | -4 | -35 | -54 | -13 | -42 | -26 | -11 | 4 | -3
COc1ccc(N(C(=O)c2ccco2)S(=O)(=O)c2cc(OC)ccc2OC)cc1 is listed as -3 | 3 | -3 | 2 | 9 | 22 | 3 | -2 | -17 | 2 | -3
CCOC(=O)CSc1snnc1C is listed as 1 | -2 | -14 | -23 | 8 | -15 | 22 | 0 | 20 | -1 | 2

(continued)
#31 O=C(c1ccc2c(=O)n(-c3ccccc3)c(=O)[nH]c2c1)N1CCN(c2ccc(F)cc2)CC1
#32 CCN(CC(=O)Nc1ccc(OC)cc1)C(=O)CSCC(=O)Nc1cc(C)on1
#33 Cc1nn(CCCC(=O)NCCc2ccccc2)c(=O)c2nccn12
#34 Cc1cccc(N2CC(C(=O)OCC(=O)c3c(N)n(CC(C)C)c(=O)n(C)c3=O)CC2=O)c1C (configuration not stated)
#35 C[C@H](CO)N1C[C@H](C)[C@@H](CN(C)C(=O)Cc2ccccc2)OCCCC[C@H](C)Oc2ccc(NC(=O)NC3CCCCC3)cc2C1=O
#36 Cc1cc(C)n(-c2ccc(C(=O)Nc3cc(C(F)(F)F)ccc3N3CCOCC3)cc2)n1

Compound	31	32	33	34	35	36
TWEAK Fn14 block	-3	0	4	9	0	-10
MITF TRPM1 inh	-2	11	-2	1	x	3
C8 TRAIL sens	-5	11	-6	26	-6	-1
NR2E3 ag-1	3	6	-21	-7	-23	-28
Peg3 promoter	8	5	2	9	-12	9
TROY signal inh	15	5	-5	21	6	7
HIF-2a inh	9	0	1	10	0	6
CF NFkB inh	-2	-7	-33	20	7	14
Shn3 3UTR inh	-1	-13	-13	13	-17	13
KKLEB cytotox	-29	3	0	-21	2	-15
NR2E3 ag-2	-1	3	1	x	x	2

#37 CCC(C(=O)NC1CCCCC1)n1c(SCc2cccc(F)c2)nc2ccncc21 (configuration not stated)
#38 Cc1ccc(CN2CC(C(=O)N3CCN(S(=O)(=O)c4ccccc4)CC3)CC2=O)cc1 (configuration not stated)
#39 COc1cc(C(=O)OC2CCN(C)CC2)cc(OC)c1OC
#40 C#CCC(NC(=O)c1ccc(C(F)(F)F)cc1)C(=O)NCCC (configuration not stated)
#41 N#CC/C(N)=N/NC(=O)CCCNc1ncc(C(F)(F)F)cc1Cl
#42 Cc1cc(C(=O)N/N=C/c2c[nH]c3ccccc23)cs1

Compound	37	38	39	40	41	42
TWEAK Fn14 block	1	9	-6	11	-19	-8
MITF TRPM1 inh	x	-1	8	1	-30	-23
C8 TRAIL sens	4	-15	-7	-3	-3	10
NR2E3 ag-1	-15	-20	-14	22	-15	-25
Peg3 promoter	5	-2	-6	-6	-89	-106
TROY signal inh	0	-2	-10	-4	2	-37
HIF-2a inh	5	10	-2	7	-103	-180
CF NFkB inh	-15	8	1	-10	-7	-5
Shn3 3UTR inh	15	9	-4	2	-2	-49
KKLEB cytotox	17	5	4	-17	4	6
NR2E3 ag-2	-1	x	-2	3	-4	-5

Only part of the results is shown. The share of hits here may be higher or lower than overall.
